MsrA inh – bovine MsrA inhibition; purified bovine MsrA, absorbance read-out; inhibition, % at 15.5 µM; hit rate 0.75% among 360,000; AID 651718; in the data active means inhibition above about 4.5%;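 further: 0% = vehicle wells with enzyme and 100% = reference inhibitor wells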
bovine MsrA act – activates bovine MsrA enzyme; purified bovine MsrA, absorbance read-out; activation, % at 10.6 µM; hit rate 0.3% among 360,000; AID 602163; in the data active means activation above about 7.5%;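 further: 0% = vehicle and 100% = reference activator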
CendR NRP1 mod – alters CendR peptide binding to human NRP-1; O14786; FAM-RPARPAR peptide binding to NRP-1, fluorescence polarization; inhibition, % at 25 µM; hit rate 0.85% among 360,000;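 active means inhibition or corrected inhibition above about 18%, plus a signal ratio from 0.5 to 1.5, limit read from the data, passing the limit was not always enough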; further: strong numbers were not always called active
SUMO1-SIM PPI – modulators of human SUMO1-mediated protein-protein interactions. P63165. SUMO1 binding to a labelled peptide, TR-FRET, 1 h. inhibition, % at 20 µM. hit rate 0.33% among 360,000. AID 602429; in the data active means inhibition above about 37%
Target sequence (P63165 whole entry, looked up): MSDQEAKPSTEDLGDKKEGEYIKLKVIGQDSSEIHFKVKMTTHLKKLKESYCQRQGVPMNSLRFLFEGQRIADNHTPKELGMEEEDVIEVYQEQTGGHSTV
STEP inh – STEP (human) phosphatase inhibition; recombinant STEP, OMFP fluorogenic substrate, fluorescence; hit rate 0.25% among 360,000; P54829; inhibition, % at 20 µM;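 active means inhibition at 20 µM, scaled per plate between control wells, above about 37%, limit read from the data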;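 further: 0% = DMSO with enzyme and substrate and 100% = substrate only without enzyme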
Target sequence (P54829 whole entry, looked up): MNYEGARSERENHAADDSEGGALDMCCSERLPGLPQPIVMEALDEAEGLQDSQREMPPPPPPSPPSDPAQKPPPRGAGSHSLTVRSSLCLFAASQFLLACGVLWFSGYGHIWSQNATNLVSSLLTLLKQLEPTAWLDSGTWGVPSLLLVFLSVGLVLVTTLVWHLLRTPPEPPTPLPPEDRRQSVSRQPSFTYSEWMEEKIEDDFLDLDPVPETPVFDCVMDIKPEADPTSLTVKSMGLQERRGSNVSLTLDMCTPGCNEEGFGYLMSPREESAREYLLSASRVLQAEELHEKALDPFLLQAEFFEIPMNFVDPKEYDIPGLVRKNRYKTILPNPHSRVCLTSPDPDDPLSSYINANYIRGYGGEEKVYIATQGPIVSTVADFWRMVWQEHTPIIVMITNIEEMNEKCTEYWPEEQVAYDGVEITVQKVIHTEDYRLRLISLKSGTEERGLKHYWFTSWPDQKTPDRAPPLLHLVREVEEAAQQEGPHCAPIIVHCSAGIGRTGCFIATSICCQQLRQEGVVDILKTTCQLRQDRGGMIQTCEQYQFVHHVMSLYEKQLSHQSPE
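Material: STEP (striatal-enriched tyrosine phosphatase) enzyme, cell-free; Compound dosing: 20 µM single dose in 1% DMSO; Technique: fluorescence read at 480 nm ex / 540 nm em; Times: reaction 20 min, ambient temperature; Medium: 50 mM Bis-Tris pH 6.0 with 2.5 mM DTT and 0.005% Tween 20; Also added: OMFP at 25 µM.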
E coli Lon inh – inhibitors of E. coli Lon protease; P0A9M0; hit rate 0.42% among 360,000; purified E. coli Lon protease, fluorescence polarization; inhibition, % at 7.94 µM; AID 602123; in the data active means inhibition above about 13%, passing the limit was not always enough;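 further: 0% = enzyme with probe and DMSO and 100% = no enzyme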
Scp-1 inhibitor – Scp-1 (human) phosphatase inhibition. inhibition, % at 20 µM. Recombinant Scp1, phosphopeptide, malachite green phosphate absorbance. hit rate 0.88% among 340,000. Q9GZU7;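 active means inhibition above about 50% at 20 µM, limit read from the data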;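 further: plate controls were DMSO wells with enzyme for no effect and wells lacking enzyme for full effect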
Target sequence (Q9GZU7 76-261 limits assumed): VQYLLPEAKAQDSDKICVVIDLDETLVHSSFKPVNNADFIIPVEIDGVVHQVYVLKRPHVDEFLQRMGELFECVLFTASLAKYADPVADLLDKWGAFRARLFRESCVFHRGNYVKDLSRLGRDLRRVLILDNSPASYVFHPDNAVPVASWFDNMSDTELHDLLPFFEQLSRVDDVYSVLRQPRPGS
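Test system: SCP-1 phosphatase catalytic domain, residues 76-261 | Compound dosing: One concentration, 20 µM, with 1.0% DMSO | Schedule: 45 min room-temperature reaction, 5 min colour, 30 min stabiliser | Detection: Absorbance at 630 nm | Read-out basis: % inhibition of SCP-1 phosphate liberation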
DNMT1 inh – blocks human DNA methyltransferase DNMT1; DNMT1 molecular beacon, Hinp1I cleavage, fluorescence; hit rate 0.83% among 360,000; AID 588458; inhibition (reported as % activation of signal), % at 10 µM; P26358; in the data active means inhibition above about 50%
LMPTP inh – blocks human LMPTP phosphatase; P24666; recombinant LMPTP-A, OMFP fluorogenic substrate, fluorescence intensity; inhibition, % at 20 µM; hit rate 0.22% among 360,000; AID 651560;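 active means compounds that cut the enzyme signal by at least half of the control window in the single-dose screen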;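 further: plate controls were DMSO wells with enzyme plus substrate for no effect and substrate without enzyme for full effect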
Target sequence (P24666 whole entry, looked up): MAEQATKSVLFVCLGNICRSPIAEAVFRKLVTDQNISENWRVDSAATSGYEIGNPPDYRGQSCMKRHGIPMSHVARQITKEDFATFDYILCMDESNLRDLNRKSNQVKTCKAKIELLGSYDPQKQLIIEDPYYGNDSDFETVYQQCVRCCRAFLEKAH
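Assay system: LMPTP-A phosphatase enzyme | Input: 0.625 nM enzyme | Also added: Fluorogenic phosphatase substrate OMFP at 400 µM final | Compound dosing: One test concentration per compound, 20 µM, with 3% DMSO overall | Schedule: 50 min enzyme reaction at room temperature, protected from light | Signal: Fluorescence intensity | Benchmarks: no-enzyme and uninhibited controls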
Tb MetRS inh – blocks T. brucei methionyl-tRNA synthetase activity; inhibition, % at 11.9 µM; hit rate 0.4% among 360,000; purified T. brucei MetRS, ATP depletion, Kinase-Glo luminescence;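 active means inhibition above a per-plate cutoff of the control wells' mean inhibition plus 3 SD, cut at about 5.5% in these data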;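 further: 0% = DMSO wells median and 100% = median of wells with control inhibitor compound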
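assay system = parasite MetRS enzyme | timing = 15 min preincubation, 2 h reaction, all 25 °C | evaluation = percent inhibition relative to median high and low control wells | medium = HEPES buffer containing pyrophosphatase, BSA, spermine, DTT | compound = single dose, 11.9 µM final nominal, 0.9% final DMSO | detection = Kinase-Glo luminescence, ATP depletion format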
Numbers without * were called inactive; nt = not tested or not shown.

SMILES	MsrA inh	bovine MsrA act	CendR NRP1 mod	SUMO1-SIM PPI	STEP inh	E coli Lon inh	Scp-1 inhibitor	DNMT1 inh	LMPTP inh	Tb MetRS inh
COc1ccccc1S(=O)(=O)N(C)C[C@@H]1OCc2cn(nn2)CCCC(=O)N([C@@H](C)CO)C[C@H]1C	-1.1	-2	2	0	1	-2	nt	1	-2.4	-1.0
COc1ccc(NC(=O)C2CCCN2C(=O)NC2CCCCC2)cc1 (centres undefined)	-0.3	-3	6	7	1	-4	-2	3	0.5	-0.7
CC(C)(C)OC(=O)N1CCC[C@H]1c1nnc(SCc2ccccc2)o1	1.6	-12	1	-2	3	11	14	3	0.0	-1.4
O=C(CSc1nnc2ccccn12)NCc1ccco1	-1.8	-5	-12	-4	2	2	1	1	-0.8	-1.1
CC(=O)c1cccc(NC(=O)c2ccc(-c3c(C)noc3C)c3ccoc23)c1	-0.6	-2	-6	10	-2	0	nt	0	0.5	-0.2
O=c1[nH]cnc2nn(-c3ccccc3)nc12	0.0	-5	-7	4	-3	-4	-4	2	-0.8	0.1
Cc1ccc(Cl)cc1N1CCN(Cc2nnnn2C2CCCCC2)CC1	-0.7	-3	12	3	3	7	0	-4	2.3	0.1
CCC(=O)c1cccc2c1N=CC1=C(CC(C)(C)CC1=O)N2	-0.2	-1	6	-21	7	-7	-8	0	-0.3	-0.2
COc1ccc2c(c1)CC/C(=C\c1ccc(OC)c(Cn3cccn3)c1)C2=O	2.5	-7	16	-18	7	-2	0	-3	5.2	-0.7
COc1ccc(C(=O)N2CCCN(C)CC2)c(OC)c1	0.6	-2	5	0	0	-2	-6	-3	3.6	-0.6
NC(=O)c1ccc(NC(=O)C#Cc2ccccc2)cc1	1.8	-2	1	-1	-1	-6	-9	8	-0.1	-1.9
CCN(CC(=O)Nc1ccc(OC)cc1)CC(=O)Nc1ccc2c(c1)OCO2	1.1	-12	2	-4	-3	4	-3	-4	-0.5	-0.4
CCOC(=O)C1CCCN(C(=O)COc2ccccc2F)C1 (centres undefined)	-1.2	-2	1	1	2	-2	-3	1	-0.8	0.8
FC(F)(F)c1ccnc(NCc2ccco2)n1	1.0	-5	-6	5	-2	2	1	7	-2.1	-0.9
COc1ccccc1CNC(=O)COC(=O)C1=COCCO1	0.8	0	7	1	0	5	3	-4	1.2	-0.3
COc1cc(C(=O)NC2=C(C#N)CCC2)cc(OC)c1OC	-0.7	-2	2	-1	-1	-4	1	1	-0.3	-0.1
O=C(CCNC(=O)c1ccc(Br)cc1)Nc1nccs1	-0.2	-1	-8	1	0	-6	-6	0	-0.3	3.4
CCNC(=S)Nc1cc(-c2ccc(Cl)cc2)[nH]n1	-0.7	-6	-13	4	2	1	5	-2	0.3	-0.8
Cc1ccc(/C=N/NC(=O)c2ccc(OC3CCCC3)cc2)o1	4.6*	-5	4	-14	-3	-6	-5	1	-0.6	-0.3
Cc1ccccc1OCC(=O)OCC(=O)NCCNC(=O)COC(=O)COc1ccccc1C	-0.2	-6	9	-6	-2	0	-1	0	-1.1	-0.6
NC(=O)C1C(c2ccccc2)=C1c1ccccc1	0.1	-1	-4	-5	3	-9	-5	6	0.3	0.3
Cc1ccn2c(CNCC3OCCc4ccccc43)c(C(=O)N3CCCCCC3)nc2c1 (centres undefined)	-0.7	1	4	5	-2	7	-4	0	-1.0	-0.1
Cc1ccc(CNC(=O)[C@@H](NC(=O)Cc2ccccc2)C(C)C)cc1	-0.5	-2	17	2	1	-5	3	0	-0.8	-0.2
CCN(CC)S(=O)(=O)c1cc(C(=O)NC2CCCCC2)ccc1C	1.1	-3	-7	3	-1	-5	2	5	-1.3	-1.3
CCn1nc(NC(C)=O)c2cc3ccc(C)cc3nc21	1.1	-2	-10	-26	-1	-9	6	1	-1.0	-0.3
CCN(CC)S(=O)(=O)c1ccc(N2CCCCC2)c(NC(=O)/C=C/c2ccc(OC)c(OC)c2)c1	1.6	15*	-2	-1	-1	-1	0	-2	1.4	-0.4
CC1CN(CC(O)COc2ccc(C(=O)c3ccccc3)cc2)CC(C)O1 (centres undefined)	0.7	-6	13	-2	-1	-1	-7	-6	0.9	-0.2
O=c1c2ccccc2c(/C=N/n2cnnc2)c(O)n1-c1ccccc1	1.4	-3	-14	-5	-2	0	1	-7	0.5	0.0
CCSC1=NCCN1C(=O)C(C)(C)Oc1ccc(Cl)cc1	-0.6	-9	13	3	4	0	5	2	-0.1	-1.5
COc1ccccc1CC(=O)NCCCc1ccccc1	-0.2	2	0	3	-3	-3	-2	-1	-0.6	-0.6
COCCNC(=S)N/N=C/c1ccc(-c2ccc([N+](=O)[O-])cc2)o1	0.1	-6	-112	-25	-2	-44	-16	-9	1.0	0.5
CCCCCN(C(=O)NC(=O)Nc1ccccc1OC)S(C)(=O)=O	2.8	1	-4	1	-1	1	-11	-2	-0.2	-0.3
Clc1ccc2c(c1)-c1nnc(Br)n1-c1ccccc1S2	-0.1	-11	-4	1	4	-3	-5	4	0.3	-0.3
Cc1ccc(NC(=O)c2c3c(nc4ccccc24)CCC3)cc1	1.2	-3	3	1	0	-5	-3	-5	-0.1	-0.9
Cc1ccc(/C=C/C(=O)NC(=S)N2CCN(c3ccc(F)cc3)CC2)cc1	0.2	-2	1	4	0	5	-11	7	-3.1	0.1
COc1ccc(S(=O)(=O)N(C)CC(=O)NCc2cccnc2)cc1	-1.5	-4	0	11	2	1	-8	0	-0.7	-0.4
CCOC(=O)C(NCc1ccc(F)cc1)(NC(=O)c1ccccc1)C(F)(F)F (centres undefined)	-0.9	-2	8	4	0	-6	-1	-8	-0.6	0.5
COCCN(C(=S)Nc1ccc(C)cc1C)C(C)c1ccco1 (centres undefined)	-0.7	-5	3	-1	4	2	-16	-1	-0.6	-0.1
CC(C)NC(=O)Cn1cnc2c1c(=O)n(C)c(=O)n2C	-2.4	-7	-8	1	-1	-4	-3	2	-0.6	0.3
O=C(OCCCN1CCOCC1)c1ccc(O)c(O)c1	1.6	-10	4	19	2	8	0	3	0.1	-1.3
Cc1noc(C)c1NC(=O)N(C)C[C@H]1OCc2cn(nn2)CCCC(=O)N([C@@H](C)CO)C[C@@H]1C	-0.2	-3	1	2	-1	0	nt	-5	-1.9	-0.7
C=CCN1C(=O)C(CC(=O)Nc2ccccc2)S/C1=N/c1nccs1 (centres undefined)	0.6	-1	-2	-2	-1	-5	-3	4	-0.9	0.5
COc1ccc(OC)c(-n2c(-c3cc(-c4ccco4)[nH]n3)n[nH]c2=S)c1	-0.4	-3	-29	30	1	5	2	0	0.9	0.6
Fc1ccc(Cn2nnc(-c3ccc(CN4CCOCC4)cc3)n2)cc1	0.0	-6	-4	1	-1	-8	-3	-6	-1.5	-2.0
Cn1c(CSCc2ccc(Cl)cc2)nnc1SCC(=O)Nc1nccs1	-0.4	-5	0	-2	0	-20	-5	-2	-1.5	-0.8
CN(Cc1nc2ccccc2c(=O)[nH]1)CC(O)COCc1ccco1 (centres undefined)	0.8	-3	8	0	-3	-12	-2	0	0.8	0.1
CCN(CC(=O)Nc1c(F)cccc1F)C(=O)CNC(=O)COc1ccccc1	0.2	0	17	-2	0	-15	-1	2	0.8	-0.6
COc1ccc(S(=O)(=O)N(CC(=O)NCc2ccncc2)c2ccc(C)cc2)cc1Br	0.2	-2	6	7	-2	3	-1	-4	-1.1	-0.4
Cc1ccc(C)n1-c1ccc(C#N)cn1	0.6	-9	-4	1	-1	10	11	5	0.2	-1.4
O=C(Nc1cccc2nsnc12)c1ccc(F)cc1	-0.2	-4	-8	-19	1	-10	-13	0	-0.3	-0.6
Next section.
SMILES	MsrA inh	bovine MsrA act	CendR NRP1 mod	SUMO1-SIM PPI	STEP inh	E coli Lon inh	Scp-1 inhibitor	DNMT1 inh	LMPTP inh	Tb MetRS inh
Cc1nc2c(cc1NC(=O)C(C)(C)C)nc(C)n2Cc1ccccc1	-1.2	1	-1	2	2	-15	-11	1	0.7	-0.2
CCCCN(C(=O)c1cccc(S(=O)(=O)N2CCCCC2)c1)C1CCS(=O)(=O)C1 (centres undefined)	-1.3	1	11	2	4	-2	1	3	1.1	0.3
Cc1c(C(=O)N2CCN(S(=O)(=O)c3cccs3)CC2)oc2ccc(F)cc12	-0.7	-1	-2	1	2	-7	-8	-2	2.2	-0.3
Cc1c(NC(=O)CCCCCN2C(=O)C3C4C=CC(C4)C3C2=O)c(=O)n(-c2ccccc2)n1C (centres undefined)	1.1	-1	-7	4	1	-6	-3	4	0.7	0.6
O=c1c(N=Nc2ccccc2)c[nH]n1-c1ccccc1	2.5	0	6	-18	-2	12	nt	-2	0.0	-0.2
COc1ccc2cc(CCNC(=O)CCc3ccccc3)c(=O)[nH]c2c1	2.1	-8	15	2	-1	3	-7	1	-0.5	-0.6
COc1ccc(/C=C(\NC(=O)c2ccccc2)C(=O)N2CCN(C)CC2)cc1	1.0	-12	8	1	-6	-1	5	7	0.2	-0.6
Cc1c(NC(=O)C(C)N(c2ccccc2)S(C)(=O)=O)c(=O)n(-c2ccccc2)n1C (centres undefined)	0.8	-3	7	-2	-1	0	-9	0	-1.5	-0.7
COc1ccc(C)cc1S(=O)(=O)Nc1cc2c3c(c1)C(C)C(=O)N3CCC2 (centres undefined)	-0.8	-4	23*	2	-2	3	-4	4	1.3	-0.4
Cc1cc(C)c2nc(SC(C)C(=O)NCC(=O)Nc3ccc(F)c(F)c3F)cc(C)c2c1 (centres undefined)	0.2	-4	6	-1	3	13	-1	7	2.7	-0.5
Cc1[nH]c2ccccc2c1SCC(=O)NNC(=O)Nc1ccc(OC(F)(F)F)cc1	-0.9	0	1	3	-1	6	-11	-9	1.8	1.2
Cc1nc2ccccn2c(=O)c1NC(=O)c1cccc2ccccc12	3.6	-4	-15	-13	-2	0	-3	-1	0.1	-0.1
O=C(NCc1ccccc1)Nc1cccn(Cc2c(F)cccc2Cl)c1=O	0.0	-6	-17	20	0	6	-1	-8	-0.5	0.0

For reference, part of the list above:
SMILES	MsrA inh	bovine MsrA act	CendR NRP1 mod	SUMO1-SIM PPI	STEP inh	E coli Lon inh	Scp-1 inhibitor	DNMT1 inh	LMPTP inh	Tb MetRS inh
Cc1nc2c(cc1NC(=O)C(C)(C)C)nc(C)n2Cc1ccccc1	-1.2	1	-1	2	2	-15	-11	1	0.7	-0.2
CCCCN(C(=O)c1cccc(S(=O)(=O)N2CCCCC2)c1)C1CCS(=O)(=O)C1 (centres undefined)	-1.3	1	11	2	4	-2	1	3	1.1	0.3
Cc1c(C(=O)N2CCN(S(=O)(=O)c3cccs3)CC2)oc2ccc(F)cc12	-0.7	-1	-2	1	2	-7	-8	-2	2.2	-0.3
